High-throughput results deposited in PubChem by several laboratories.
Yp Topo-I inh = Y. pestis Topo-I inhibition via cleavage products; AID 504884; Y. pestis Topo-I cleavage product accumulation, plate reader; 360,000 compounds, 0.064% hits; activity, % at 10 µM; in the data active = activity above about 50%, passing the limit was not always enough; inconclusive = no clear call, values can overlap the other calls; note: inactives centre near 2
Mtb UGM inh = blocks M. tuberculosis UGM enzyme | 320,000 compounds, 0.06% hits | inhibition, % at 10 µM | purified UGM, fluorescence polarization probe displacement; in the data active = inhibition above about 10%, passing the limit was not always enough; inconclusive = no clear call, values can overlap the other calls
GDH-TPI counter = GDH-TPI coupled enzyme inhibition counter-screen; GDH-TPI coupled enzyme counterscreen, NADH absorbance; inhibition, % at 4.8 µM; 360,000 compounds, 1.2% hits; AID 588335; in the data active = inhibition above about 30%;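 note: 0% = DMSO wells and 100% = wells lacking the enzyme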
BioA inh = blocks M. tuberculosis BioA enzyme activity. inhibition, % at 9.99 µM. purified M. tuberculosis BioA enzyme, plate reader. 360,000 compounds, 0.096% hits. AID 602481; in the data active = inhibition above about 40%; inconclusive = no clear call, values can overlap the other calls
Vc quorum ag = inducers of Vibrio cholerae quorum light production without autoinducers. activation, % at 18.7 µM. 350,000 compounds, 0.16% hits. V. cholerae BH1578 lux reporter, luminescence, 6 h; in the data active = activation mostly above about 9.7%, no sharp cut-off; inconclusive = no clear call, values can overlap the other calls; inactive = mostly below about 3.7%; note: not every result past the cut was called active; inactives centre near 0; reference of the scale not given here
PfHsp40 yeast = restores yeast growth despite PfHsp40 toxicity; S. cerevisiae expressing PfHsp40, growth rescue, ATP luminescence; growth rescue, % at 12.5 µM; 340,000 compounds, 0.68% hits; in the data active = growth rescue above about 28%, passing the limit was not always enough; inconclusive = no clear call, values can overlap the other calls;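 note: yeast W303a lacking pdr1 and pdr3 grown in galactose medium; growth measured after three days at 30 °C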
FadD28 FP inh = M. tuberculosis FadD28 bisubstrate binding inhibition; inhibition, % at 12.5 µM; FadD28 bisubstrate probe binding, fluorescence polarization; 360,000 compounds, 0.22% hits; AID 588549; in the data active = inhibition above about 8.5%, passing the limit was not always enough; inconclusive = no clear call, values can overlap the other calls
TcdB GH inh = inhibitors of Clostridioides difficile toxin B glycohydrolase. P18177. TcdB glycohydrolase enzymatic assay, plate reader. inhibition, % at 9.99 µM. 350,000 compounds, 0.24% hits; in the data active = inhibition above about 10%
FBA Mtb inh = Mtb fructose-bisphosphate aldolase inhibition; P9WQA3; purified M. tuberculosis FBA, fluorescence read-out; inhibition, % at 1 µM; 360,000 compounds, 2.3% hits; in the data active = inhibition above about 27%;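 note: 0% = vehicle and 100% = reference inhibitor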
Starred values were filed as active, the others as inactive; i = inactive; u = inconclusive; x = not tested or not shown.

SMILES	Yp Topo-I inh	Mtb UGM inh	GDH-TPI counter	BioA inh	Vc quorum ag	PfHsp40 yeast	FadD28 FP inh	TcdB GH inh	FBA Mtb inh
CCOc1ccccc1NC(=O)CN(c1ccc(C)cc1)S(=O)(=O)c1c(C)n[nH]c1C	22	0.3	4	0.4	-0.3	-0.6	-5.0	x	2
Cc1csc(NC(=O)c2ccc(-c3ccc(Cl)cc3Cl)o2)n1	9	1.9	1	x	-0.7	-0.2	-0.2	0.1	0
O=C(O)c1nc(N2CCCCC2)ncc1Cl	-2	0.1	11	-0.1	0.7	-1.0	1.2	x	4
CCN(CC)S(=O)(=O)c1ccc(S(=O)(=O)N(CC(=O)Nc2ccccc2)CC2CCCO2)cc1 (stereo not drawn)	0	2.4	6	x	-0.9	-0.6	-2.0	x	-1
Cc1cc2ccccn2c1C(=O)c1cccc(S(=O)(=O)N2CCOCC2)c1	24	-1.9	1	2.2	-0.6	-1.2	-1.1	1.3	-2
COc1ccc(CNC[C@H]2O[C@@H](n3cnc4c(N)ncnc43)[C@H](O)[C@@H]2O)cc1OC	-7	-0.8	-7	0.2	-1.8	-1.0	1.6	x	3
Cc1ccc2nc(-c3cccs3)oc(=O)c2c1	0	-1.2	5	-0.1	-0.2	-1.7	-1.8	x	-4
CSCCC(NC(=O)c1ccccc1Br)C(=O)NCC1CCCCC1 (stereo not drawn)	-9	-0.7	4	x	0.4	-0.2	1.4	0.3	0
OCC1OC(O)CC(O)C1O (stereo not drawn)	-1	x	5	-0.9	-0.3	-0.2	-2.3	0.6	3
Nc1ccccc1C(=O)NCc1ccc(F)cc1	-1	1.3	10	0.6	-0.2	20	-3.1	0.9	77*
COCCN1C(=O)C(=O)/C(=C(/O)c2ccc3c(c2)OCCO3)C1c1ccc(C(=O)OC)cc1 (stereo not drawn)	2	4.7	27	1.1	i	-0.3	-1.9	x	4
CCOC(=O)C1=C(COC(=O)c2ccc(Br)c(S(=O)(=O)N3CCOCC3)c2)NC(=O)NC1C (stereo not drawn)	11	x	-5	-1.8	-0.9	0.0	-2.6	0.9	3
CC(C)CC1Nc2ccc(C(=O)NCc3ccc4c(c3)OCO4)cc2NC1=O (stereo not drawn)	3	1.8	12	-1.0	i	-1.4	1.5	x	5
CC(=O)Nc1ccc(-c2cc(N)n(-c3ccccc3)n2)cc1	-2	0.0	14	-0.8	i	-0.6	-0.4	0.4	0
O=C(CS(=O)(=O)c1ccccc1)Nc1ccc(Br)cn1	-7	-2.2	4	-1.0	-0.3	-2.4	-1.6	x	-2
Cc1ccc(C2=NN(CC(=O)NCCN(CC(C)C)CC(C)C)C(=O)CC2)cc1	13	-0.6	8	0.1	i	0.1	-0.2	0.7	6
COc1ccc(N2CCN(CCCNC(=O)c3cc4sccc4n3C)CC2)cc1	2	-1.2	8	0.8	-0.5	1.0	0.1	-4.5	1
COc1ccc(C(=O)NCc2nnc(SCC(=O)NO)n2Cc2ccccc2)cc1	-2	-3.4	2	x	-4.3	0.9	-2.5	-0.2	1
C=CC[C@H](CC(=O)N(CCO)Cc1ccccc1)C(=O)N[C@H](C)COC(=O)[C@@H](CC=C)CC(=O)OC(C)(C)C	11	0.3	-3	0.2	i	-0.4	-3.7	-0.4	-1
CCCCCCc1cc2cc(C(=O)Nc3ccccc3OC)c(=O)oc2cc1O	7	0.7	-6	0.0	-0.3	-0.7	-5.1	0.4	1
CCOc1ccc(/C=N/NC(=O)CN2CCCCCCC2)cc1	-2	-1.8	-1	x	-0.1	-1.6	-0.8	-1.2	5
O=C(Nc1cccc([N+](=O)[O-])c1)c1ccc2nsnc2c1	8	5.9	4	6.3	-3.4	3.6	1.2	1.1	-1
O=C1NN=C(c2ccccc2)C1Cc1ccccc1 (stereo not drawn)	6	x	7	x	1.2	0.0	-5.8	2.5	-2
COc1cccc(CN2CCNC(=O)C2CC(=O)N(C)CCC2CCOCC2)c1 (stereo not drawn)	-6	-1.8	0	-3.1	-3.1	0.0	-2.7	0.1	-5
Cc1cc(Cl)ccc1OCC(=O)OCC(=O)N(CC(C)C)c1c(N)n(Cc2ccccc2)c(=O)[nH]c1=O	28	-0.5	6	-0.7	i	0.6	-1.0	-0.3	-1
CCN(CC)S(=O)(=O)c1cc([N+](=O)[O-])ccc1NNC(=O)Nc1ccc(F)cc1	1	-2.7	11	-0.4	x	-0.7	-0.1	x	1
O=C(NC(=S)Nc1ccccc1O)c1ccc(Cl)cc1Cl	-4	1.3	9	1.2	i	17	-1.3	0.2	-1
Cc1cc(C(=O)NC(C)c2ccc3c(c2)OCO3)cs1 (stereo not drawn)	4	2.4	2	x	i	-0.7	-1.0	x	1
COc1ccc(NC(=O)c2cc3ccccc3o2)cn1	-16	-2.9	-8	2.3	-0.3	0.2	-2.4	1.2	-4
COc1ccc(CCNC(=O)COC(=O)C2=NNC(=O)CC2)cc1	-1	x	6	-1.4	-0.5	x	-3.1	0.5	5
CCC(C)n1c(SCc2ccccc2)nc2ccsc2c1=O (stereo not drawn)	5	1.2	6	0.4	-0.1	1.8	-0.1	x	1
CCN(CC)c1ccc(NC(=O)c2ccccn2)cc1S(=O)(=O)Nc1ccccc1OC	27	x	17	-1.4	-1.4	0.2	-0.1	1.1	-3
COc1ccccc1NC(=O)CC1CCCC1	-7	0.9	4	-3.6	-4.0	-0.8	0.4	2.5	4
O=C(/C=C/[C@H]1O[C@@H](n2ccc(=O)[nH]c2=O)[C@H](O)[C@@H]1O)NCc1cccs1	x	x	x	0.6	x	x	-0.4	-2.7	-3
CC(=O)c1ccc(NC(=O)c2c(C)nn(-c3ccccc3)c2Cl)cc1	1	-0.4	11	x	-0.3	1.1	-0.2	-0.6	1
O=C(COc1ccccc1)NCC(=O)N/N=C/c1ccco1	-4	-0.2	9	x	-0.4	-0.5	-0.8	x	5
CCOc1ccc(C(=O)NCC(=O)Nc2ccc3c(c2)OCO3)cc1OCC	-19	x	-9	x	0.7	x	-1.6	-0.6	1
O=C(Cn1cc2c(n1)CCCC2)N1CCCC1	-3	-1.5	2	-0.8	i	-0.3	-2.9	0.3	0
O=[N+]([O-])c1ccccc1Nc1ccc(O)cc1	-14	4.0	4	4.2	i	4.0	1.6	-12	-4
CC(=O)c1sc(C(C)(C)C)cc1NC(=O)/C=C/C(=O)O	2	-0.4	15	4.4	i	0.8	-1.2	-1.4	0
CC(=O)c1ccc(C(=O)Nc2ccc3c(c2)C(=O)NC3=O)cc1	0	0.6	9	0.4	-0.2	-0.7	-2.9	0.2	5
CC1(C)CC(=O)C2=C(C1)NC(SCC(=O)Nc1ccccc1)=C(C#N)C21CCCCC1	0	-1.8	2	-0.6	i	-0.4	-2.4	x	4
O=C(c1ccccc1NS(=O)(=O)c1ccc([N+](=O)[O-])cc1[N+](=O)[O-])N1O[C@@H]2C=C[C@H]1C2	-8	x	15	-0.8	-6.9	-0.6	-3.0	0.6	-4
CCOc1cccc2sc(N3CCN(C(=O)c4ccc5ncsc5c4)CC3)nc12	28	0.2	-6	x	-0.7	-0.2	-2.4	0.9	2
CCOC(=O)C1(Cc2ccccc2C)CCCN(S(C)(=O)=O)C1 (stereo not drawn)	-1	7.8	0	-1.5	-0.3	0.9	-3.5	1.7	1
O=C(CS(=O)(=O)Cc1ccccc1)N1CCN(Cc2ccc3c(c2)OCO3)CC1	8	1.8	9	7.4	3.0	-1.1	-1.5	x	-2
COc1ccc(N(CC(=O)NCCSc2ccc(C)cc2)S(=O)(=O)c2ccccc2)c(OC)c1	21	3.1	-8	-0.1	-3.8	-2.1	-4.5	0.7	-7
CC(C(=O)NC1CC(C)(C)NC(C)(C)C1)c1ccc([N+](=O)[O-])cc1 (stereo not drawn)	3	2.4	4	x	-0.3	0.5	-0.5	1.1	-1
O=C(CCc1c[nH]c2ccccc12)NCCc1ccccc1	2	-0.9	-5	1.1	-6.2	-0.2	0.1	1.3	0
Cc1cnc(NC(=O)CSc2nnc(-c3ccccc3)o2)s1	4	-0.1	6	0.1	-0.4	-0.1	-0.1	x	1
COCCOc1nc2c(c(=O)n(C)c(=O)n2C)n1Cc1cccc(OC)c1	-1	1.0	-4	-0.8	-0.4	0.3	-1.7	x	0
Cc1cc(Cl)cc(C)c1OCC(=O)NC1CCCCCC1	20	-2.4	11	0.1	i	1.2	-5.3	0.6	-1
CC(/C=N/NC(=O)c1cc(-c2ccc(C)s2)[nH]n1)=C\c1ccccc1	20	0.4	17	x	-0.2	0.7	-5.3	-0.6	-1
COc1ccccc1OCCNC(=O)CN(c1cccc(C)c1)S(=O)(=O)c1ccccc1	38	4.2	4	0.3	1.1	-0.3	1.1	0.3	4
CCOc1ccc(C(=O)NCC(=O)OC(C)C(=O)NCc2ccco2)cc1OCC (stereo not drawn)	14	0.3	15	-0.6	-1.7	10	-0.2	x	3
O=C(Nc1nccs1)c1cc([N+](=O)[O-])ccc1Cl	-8	-2.1	2	-2.9	0.8	-2.9	-1.4	1.5	-4
O=C(O)C1(Br)CC12c1ccccc1-c1ccccc12 (stereo not drawn)	0	x	-10	x	-2.9	1.3	-2.8	0.8	0
CCCC(=O)C1=C(O)C(C(=O)OC)C(C)(C)CC1=NCCCCCC(=O)O (stereo not drawn)	4	0.9	11	-0.5	2.0	-2.0	-0.8	1.1	1
Cc1nn(-c2ccc(Cl)c(Cl)c2Cl)c(=O)c2ccccc12	-7	1.1	1	-1.9	7.4	6.8	-5.8	x	5
CCOc1cc(C2C(C(=O)OC)=CN(Cc3ccc(Cl)cc3)C=C2C(=O)OC)ccc1O	43	1.2	-1	x	i	0.3	-7.1	-1.6	5
The results go on:
SMILES	Yp Topo-I inh	Mtb UGM inh	GDH-TPI counter	BioA inh	Vc quorum ag	PfHsp40 yeast	FadD28 FP inh	TcdB GH inh	FBA Mtb inh
COc1ccc(C(=O)NCCC2=CCCCC2)cc1	1	2.3	4	-0.3	i	0.8	-2.4	x	-1
COc1ccc(CS(=O)(=O)CC(C)(O)c2ccc(Cl)cc2)cc1 (stereo not drawn)	-1	0.0	9	0.0	0.8	1.9	-1.2	2.6	2
COc1ccc(C2(CNC(=O)C(c3ccccc3)c3ccccc3)CCOCC2)cc1OC	19	0.2	4	0.1	i	-1.2	u	1.5	-5
CC1(C)Cc2c(C#N)c(SCCC#N)nc(N3CCOCC3)c2CS1	10	4.5	-9	1.2	i	-0.8	-6.4	x	-14
COc1ccccc1COc1ccc2c(C)c(CCC(=O)O)c(=O)oc2c1C	18	1.6	3	-1.6	i	-0.2	-7.2	-1.0	16
CSc1nc(-c2ccccc2)nn1C(=O)c1ccccc1	3	0.0	-6	-0.8	-1.2	-0.5	-4.9	0.0	-4
Nc1nc(-c2ccco2)nn1C(=O)c1ccc([N+](=O)[O-])cc1	-8	1.9	4	x	-0.5	-0.3	-1.0	-0.7	4
CCn1c(C)c(C(C)=O)c(N2CCN(c3ccc(OC)cc3)CC2)nc1=S	5	-2.6	9	x	-0.2	0.6	0.4	-0.3	2
O=[N+]([O-])c1ccc(COc2ccc(-c3[nH]ncc3-c3ccccc3)c(O)c2)cc1	-5	-2.0	9	x	0.2	-0.7	0.1	0.6	-2
O=C1OC(OC(=O)c2ccccc2Br)C(N2CCOCC2)=C1Cl (stereo not drawn)	3	u	-1	5.0	i	-0.5	-4.0	x	0

Pulled one by one from the entries so far (4):
SMILES	Yp Topo-I inh	Mtb UGM inh	GDH-TPI counter	BioA inh	Vc quorum ag	PfHsp40 yeast	FadD28 FP inh	TcdB GH inh	FBA Mtb inh
O=C(O)C1(Br)CC12c1ccccc1-c1ccccc12 (stereo not drawn)	0	x	-10	x	-2.9	1.3	-2.8	0.8	0
CCOc1ccccc1NC(=O)CN(c1ccc(C)cc1)S(=O)(=O)c1c(C)n[nH]c1C	22	0.3	4	0.4	-0.3	-0.6	-5.0	x	2
Cc1cc2ccccn2c1C(=O)c1cccc(S(=O)(=O)N2CCOCC2)c1	24	-1.9	1	2.2	-0.6	-1.2	-1.1	1.3	-2
CCOc1ccc(C(=O)NCC(=O)Nc2ccc3c(c2)OCO3)cc1OCC	-19	x	-9	x	0.7	x	-1.6	-0.6	1

Rows are unselected; 4.6% or so of the library scored in one or more.
